Bioassay records from PubChem.
BCR signal inh: qHTS Assay to Find Inhibitors of Chronic Active B-Cell Receptor Signaling | hit rate 0.05% among 340,000 | ABC-DLBCL IkBa-CBG/CBR reporter, luminescence ratio, 4 h | AID 493014, 2011 | Potency, µM (doses to about 46.1 µM), without a hit: at the top dose ratio change, negative = lower green/red ratio, most hits filed as inhibitors; active means well fitted inhibition curve with a large enough effect in the signal ratio, with a control signal flat, not every such curve was filed as active; inconclusive means small, poorly fitted or top-dose-only effect, or effect the other way, or a change in a side signal; the % refers to the signal ratio;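 further: potency means the concentration at half of the fitted maximal effect; plate controls were basal doxycycline-induced cells for no effect and cells given 10 µM MG132 for full effect; MG132 reads +100%, hits lower the ratio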
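Compounds up to 46 uM were incubated four hours with TMD8 cells whose green CBG68 luciferase is fused to IkappaBalpha; red CBR luminescence normalised the signal, and concentration-effect curves were fitted to fusion, red and ratio data.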
Tb PFK inh: qHTS Assay to Find Inhibitors of T. brucei phosphofructokinase | Potency, µM (series often up to 57.5 µM), for inactives: at the highest dose activity, negative = inhibition, hits mostly inhibitors | T. brucei PFK, ADP-Glo luminescence | ATP-dependent 6-phosphofructokinase (Trypanosoma brucei brucei), O15648 | hit rate 0.17% among 330,000;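 further: potency means the concentration at half of the fitted maximal effect; 0% = uninhibited 1x PFK enzyme wells and -100% = no-enzyme wells; nearly all actives have a fitted effect of over 60% in size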
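Luminescent ADP detection (ADP-Glo, two-step: ATP depletion then ADP-to-ATP conversion for luciferase) reported PFK activity after 45 min room-temperature reaction of 1.25 nM enzyme with 0.5 mM F6P and 0.1 mM ATP at pH 8.0.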
ELG1 DNA repair: qHTS screen for small molecules that inhibit ELG1-dependent DNA repair in human embryonic kidney (HEK293T) cells expressing luciferase-tagged ELG1; HEK293T ELG1-luciferase reporter, luminescence, 16 h; DNA damage induced by 5-fluorouridine; Potency, µM (titrated, usually from 46.1 µM), for inactives: top-dose activity change, negative = inhibition, most hits filed as inhibitors; hit rate 2.3% among 330,000; further: potency means the concentration at half of the fitted maximal effect; on the % scale 0 is the no-effect control and ±100 the full control effect; nearly all actives have a fitted effect of over 55% in size
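Reporter activity after DNA damage by 5-fluorouridine is monitored. Compound-treated cells incubate 16 hr at 37 °C, then ONE-Glo is added for 30 min before luminescence reading.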
Mito fusion act: qHTS Assay for Small Molecule Inhibitors of Mitochondrial Division or Activators of Mitochondrial Fusion. S. cerevisiae fusion-defective mutant growth rescue, CellTiterGlo 48 h. Potency, µM (doses to about 46.1 µM), for inactives: at the top dose growth rescue (activation), most hits filed as activators. hit rate 0.23% among 320,000. AID 485298, 2010;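 further: potency means the concentration at half of the fitted maximal effect; % of control where 0% means no effect; nearly all actives have a fitted effect of over 45% in size; temperature-sensitive fusion mutants such as fzo1-1 at 37 °C on non-fermentable ethanol glycerol medium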
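Read-out: ATP-based luminescence (CellTiterGlo, 10 min ambient) reporting growth of fusion-defective ts yeast after 48 hours at 37C on glycerol/ethanol YPEG medium in the presence of compound.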
A-T KAP1 phos: qHTS Assay for Identifying a Potential Treatment of Ataxia-Telangiectasia | […] A-T fibroblasts, KAP-1 phosphorylation AlphaLISA; neocarzinostatin DNA damage 30 min before lysis | Potency, µM (top dose mostly 57.5 µM), inactives show at the highest dose activation, most hits filed as activators | hit rate 0.19% among 320,000; further: potency means the concentration at half of the fitted maximal effect; % of control where 0% means no effect; nearly all actives have a fitted effect of over 45% in size
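ATM-like activity read as KAP-1 phosphorylation via AlphaLISA donor/acceptor antibody pairs after lysis and 6 hr at 25C. Cells were ATM-null patient fibroblasts ([…], hTERT), dosed 60 min, then exposed to the DSB inducer NCS for 30 min.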
Eya2 inh: qHTS Assay for Inhibitors of the Phosphatase Activity of Eya2. Protein phosphatase EYA2 (Homo sapiens), O00167. recombinant Eya2, OMFP fluorescence dephosphorylation (OMFP is methylfluorescein phosphate). Potency, µM (doses to about 76.9 µM), for inactives: at the highest dose activity, negative = inhibition, actives largely listed as inhibitors. hit rate 0.006% among 330,000. AID 488837, 2010; further: potency means the concentration at half of the fitted maximal effect; on the % scale 0 is the no-effect control and ±100 the full control effect
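Eya2 (0.2 uM) preincubated 10 min at ambient with compound, then OMFP substrate added at 50 uM; 10 min reaction in 50 mM HEPES pH 7.5, 50 mM NaCl, 5 uM MgCl2, 0.05% BSA, 1 mM DTT. Fluorescence read at Ex 485/Em 525 nm.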
ASM inhibitor: Inhibitors of Secretory Acid Sphingomyelinase (S-ASM): qHTS | Sphingomyelin phosphodiesterase (Homo sapiens), P17405 | placental ASM, HMU-PC fluorogenic substrate, 60 min | Potency, µM (highest dose often 57.5 µM), without a hit: top-dose activity change, negative = inhibition, actives largely listed as inhibitors | hit rate 0.006% among 340,000 | AID 504937, 2011; further: potency means the concentration at half of the fitted maximal effect
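Steps: dispense placental human ASM, pin compound, wait 10 min at room temperature, add HMU-PC0 substrate at 9 uM final, incubate 60 min at 37 °C, add stop solution raising pH to 10, read fluorescence.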
TSG101-PTAP inh: qHTS Assay for Iinhibitors of HIV-1 Budding by Blocking the Interaction of PTAP/TSG101; 340,000 tested, under 10 active; Potency, µM (top dose mostly 115 µM), without a hit: at the top dose activity change, negative = inhibition, actives largely listed as inhibitors; Fluorescence polarization, FITC-PTAP peptide / Tsg101 binding; AID 493005, 2010; Tumor susceptibility gene 101 protein (Homo sapiens), Q99816; active means well fitted inhibition curve with a large enough effect in the main read-out, with a control signal flat, not every such curve was filed as active; inconclusive means small, poorly fitted or top-dose-only effect, or effect the other way, or a change in a side signal; inactive means no such curve, though single readings can be large or run the other way; further: potency means the concentration at half of the fitted maximal effect; % of control where 0% means no effect
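Compounds were pin-transferred onto Tsg101 binding domain (10 uM final) in HEPES pH 7.5 buffer, then FITC-PTAP peptide was added at 50 nM final. After 20 min at RT, polarization reported peptide displacement across a qHTS concentration series.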
TCR act: Activators of T cell receptors: qHTS campaign | primary human leukocytes, anti-CD3, IL-2 HTRF, 48 h | 330,000 tested, under 10 active | Potency, µM (highest dose often 9.22 µM), inactives show at the top dose activation of IL-2 secretion, hits mostly activators; further: % of control where 0% means no effect
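1) Mix primary human leukocytes, a-CD3 beads and compound. 2) Incubate 48 hr. 3) Add HTRF IL-2 reagents (a-IL-2-K, a-IL-2-d2).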
a7 integrin act: qHTS for Activators of Integrin-Mediated Alleviation for Muscular Dystrophy; alpha7betagal myoblasts, beta-gal FDG fluorescence, 48 h; Potency, µM (titrated, usually from 38.3 µM), for the others: at the highest dose activation, hits mostly activators; hit rate 0.064% among 350,000; AID 624291, 2012;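 further: potency means the concentration at half of the fitted maximal effect; 100% = response of the positive control SU9516; nearly all actives have a fitted effect of over 60% in size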
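alpha7betagal+/- myoblasts (passage 13, 250/well) treated 48 h at 37C with compounds at 1:260 dilution of DMSO stock. Lysed, then beta-galactosidase activity read as FDG fluorescence (ex 480/em 540) after 30 min, with pre-read for autofluorescence.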
TSHR antag: Antagonists of the Thyroid Stimulating Hormone Receptor: HTS campaign; activity change, negative = inhibition, % at 11.5 µM; Thyrotropin receptor (Homo sapiens), P16473; TSHR-expressing cells, TSH-stimulated cAMP HTRF, 2 h; stronger effect = lower value; hit rate 0.2% among 330,000;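 active means activity change below a set negative limit, meaning inhibition stronger than a set level, cut at about -70% in these data; inconclusive means activity change between two set negative limits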; further: on the % scale 0 is the no-effect control and ±100 the full control effect
Target sequence (P16473 whole entry, looked up): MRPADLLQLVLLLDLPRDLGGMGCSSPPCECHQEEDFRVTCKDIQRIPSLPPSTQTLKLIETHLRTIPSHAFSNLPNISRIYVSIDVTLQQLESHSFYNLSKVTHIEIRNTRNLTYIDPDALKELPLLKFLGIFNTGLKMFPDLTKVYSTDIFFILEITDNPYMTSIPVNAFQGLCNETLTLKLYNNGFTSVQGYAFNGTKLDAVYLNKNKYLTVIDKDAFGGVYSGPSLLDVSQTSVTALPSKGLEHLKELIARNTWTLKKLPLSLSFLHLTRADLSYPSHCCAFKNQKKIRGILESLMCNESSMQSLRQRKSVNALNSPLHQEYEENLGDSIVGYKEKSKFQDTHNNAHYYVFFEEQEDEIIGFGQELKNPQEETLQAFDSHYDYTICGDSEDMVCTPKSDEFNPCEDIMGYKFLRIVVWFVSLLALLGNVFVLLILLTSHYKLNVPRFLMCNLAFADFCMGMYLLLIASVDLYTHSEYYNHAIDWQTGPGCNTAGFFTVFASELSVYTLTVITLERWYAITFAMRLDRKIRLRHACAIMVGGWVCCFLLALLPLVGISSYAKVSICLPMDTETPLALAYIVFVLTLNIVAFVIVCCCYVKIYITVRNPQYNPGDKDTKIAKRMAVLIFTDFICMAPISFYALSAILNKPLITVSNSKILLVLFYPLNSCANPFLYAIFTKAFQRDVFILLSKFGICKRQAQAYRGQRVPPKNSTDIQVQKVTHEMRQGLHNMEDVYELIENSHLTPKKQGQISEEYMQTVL
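Freshly harvested TSHR cells receive pin-tooled compound, then EC80 TSH at 4nM final. After 2 hours at 37 deg C, antibody in lysis buffer and cAMP-d2 are added; 30 minutes at ambient temperature precede the HTRF read.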
* = called active by the depositor; & = joins results of further samples; [ ] = remark or other dose. Unless noted, the call rests on the fitted dose curve; in most records, active means well fitted curve in the direction sought with a large enough effect; inconclusive means small, poorly fitted or top-dose-only effect, or another doubt; inactive means no such curve, though single readings can be large; an effect the other way counts as inactive or inconclusive.

For O=C(/C=C/c1cccs1)c1ccc([N+](=O)[O-])cc1 the results were BCR signal inh 6%, Tb PFK inh -9%, ELG1 DNA repair inconclusive, Mito fusion act -1%, A-T KAP1 phos -9%, Eya2 inh 3%, ASM inhibitor 5%, TSG101-PTAP inh -4%, TCR act 7%, a7 integrin act -9% and TSHR antag 7.
`CCOc1ccc(-n2nc3ccc(NC(=O)c4ccc5c(c4)OCCO5)cc3n2)cc1` gave BCR signal inh -9%, Tb PFK inh -6%, ELG1 DNA repair inconclusive, Mito fusion act -1%, A-T KAP1 phos -4%, Eya2 inh -5%, ASM inhibitor 125%[activator], TSG101-PTAP inh 6%, TCR act -4%[46.1 µM], a7 integrin act -43% and TSHR antag 2.
CN(C)CCN(C(=O)c1ccc(S(=O)(=O)N(C)CC2CCCO2)cc1)c1nc2cc3c(cc2s1)OCO3 (centres undefined) was read as BCR signal inh -7%, Tb PFK inh -1%, ELG1 DNA repair inconclusive, Mito fusion act 3%, A-T KAP1 phos -4%, Eya2 inh 11%, ASM inhibitor -1%, TSG101-PTAP inh -2%, TCR act -5%, a7 integrin act -19% and TSHR antag -13.
For CCOC(=O)C1(CC/C(C)=N\NC(N)=O)CC(C)(C)OC1=O (centres undefined) the results were BCR signal inh 0%, Tb PFK inh -2%, ELG1 DNA repair -2%, Mito fusion act -8%, A-T KAP1 phos -7%, Eya2 inh -10%, ASM inhibitor 6%, TSG101-PTAP inh 2%, TCR act -7%[46.1 µM], a7 integrin act 8% and TSHR antag 1.
`O=C(CNC(=O)c1ccc(Br)cc1)OCc1cc([N+](=O)[O-])cc2c1OCOC2` gave BCR signal inh 1%, Tb PFK inh 2%, ELG1 DNA repair 3%, Mito fusion act 10%, A-T KAP1 phos 4%, Eya2 inh -1%, ASM inhibitor -13%, TSG101-PTAP inh 0%, TCR act -1%, a7 integrin act 17% and TSHR antag -2.
`Cc1cccc(Nc2nnc(SCC(=O)NCc3cccs3)s2)c1C` gave BCR signal inh -1%, Tb PFK inh -8%, ELG1 DNA repair -3%, Mito fusion act -1%, A-T KAP1 phos 0%, Eya2 inh 2%, ASM inhibitor 0%, TSG101-PTAP inh -1%, TCR act 2%[46.1 µM], a7 integrin act 14% and TSHR antag -3.
For CCCOc1ccc(NC(=O)C2CC(=O)N3CCCN=C3S2)cc1 (centres undefined) the results were BCR signal inh inconclusive, Tb PFK inh -14%, ELG1 DNA repair 2%, Mito fusion act 4%, A-T KAP1 phos 3%, Eya2 inh -28%, ASM inhibitor -1%, TSG101-PTAP inh -8%, a7 integrin act -28% and TSHR antag 6.
Cc1cccc2sc(N(CCCN(C)C)C(=O)COc3ccc(Cl)cc3)nc12 was read as BCR signal inh 4%, Tb PFK inh -5%, ELG1 DNA repair 3%, Mito fusion act -14%, A-T KAP1 phos -1%, Eya2 inh 13%, ASM inhibitor -14%, TSG101-PTAP inh -4%, TCR act -28%, a7 integrin act -13% and TSHR antag 3.
For CCOC(=O)c1ccc(NC(=O)C2CCN(S(=O)(=O)CC)CC2)cc1 the results were BCR signal inh inconclusive, Tb PFK inh -4%, ELG1 DNA repair 16%, Mito fusion act -5%, A-T KAP1 phos -3%, Eya2 inh 14%, ASM inhibitor -1%, TSG101-PTAP inh -8%, TCR act -3%, a7 integrin act -6% and TSHR antag 8.
COc1ccc(C2CC(c3ccc(Cl)cc3)=NN2c2ccc(S(N)(=O)=O)cc2)cc1 (centres undefined) was read as BCR signal inh inconclusive, Tb PFK inh 5%, ELG1 DNA repair 0%, A-T KAP1 phos 16%, Eya2 inh 6%, ASM inhibitor inactive, TSG101-PTAP inh 0%, TCR act -3%[46.1 µM], a7 integrin act -12% and TSHR antag -8.
`CCc1ccc(-c2nc(CS(=O)CC(=O)NCCCN3CCC(C)CC3)c(C)o2)cc1` (centres undefined) gave BCR signal inh -3%, Tb PFK inh 1%, ELG1 DNA repair inconclusive, Mito fusion act 9%, A-T KAP1 phos -13%, Eya2 inh -7%, ASM inhibitor 0%, TSG101-PTAP inh -1%, TCR act 1%, a7 integrin act -61%[inhibitor] and TSHR antag 7.
`Cc1c(NC(=O)c2cc(-c3ccccc3)nc3ccccc23)c(=O)n(-c2ccccc2)n1C` gave BCR signal inh inconclusive, Tb PFK inh 0%, ELG1 DNA repair 5.8µM*, A-T KAP1 phos 8%, Eya2 inh -2%, ASM inhibitor -1%, TSG101-PTAP inh -1%, TCR act -4%, a7 integrin act 20% and TSHR antag -4.
Screening CC(C)(C)C(=O)Nc1ccc(C(=O)NNC(=O)Cc2ccccc2)cc1 returned BCR signal inh inconclusive, Tb PFK inh -10%, ELG1 DNA repair inconclusive, Mito fusion act -3%, A-T KAP1 phos 2%, Eya2 inh -2%, ASM inhibitor 0%, TSG101-PTAP inh -6%, TCR act -1%, a7 integrin act 20% and TSHR antag 6.
`Cc1cc(C)n(/N=C\c2c(O)ccc3ccccc23)c(=O)c1C(N)=O` gave BCR signal inh inconclusive, Tb PFK inh -6%, ELG1 DNA repair 6%, Mito fusion act 2%, A-T KAP1 phos -6%, Eya2 inh 5%, ASM inhibitor -2%, TSG101-PTAP inh -5%, a7 integrin act -19% and TSHR antag 16.
Screening Cc1ccc(-c2csc(NC(=O)c3ccccc3Cl)c2C(=O)O)cc1 returned BCR signal inh -11%, Tb PFK inh -3%, ELG1 DNA repair inconclusive, Mito fusion act -8%, A-T KAP1 phos -7%, Eya2 inh -10%, ASM inhibitor 12%, TSG101-PTAP inh -8%, TCR act 5%, a7 integrin act 19% and TSHR antag -16.
Screening COc1cccc(N2CCN(C(=O)c3cc(-c4ccc(F)cc4)[nH]c3C)CC2)c1 returned BCR signal inh inconclusive, Tb PFK inh -26%, ELG1 DNA repair 21µM*, Mito fusion act -3%, A-T KAP1 phos 12%, Eya2 inh -5%, ASM inhibitor -10%, TSG101-PTAP inh 1%, TCR act 6%, a7 integrin act -19% and TSHR antag 14.
CC(=O)/C=C(/C)NC(Cc1c[nH]c2ccccc12)C(=O)O (centres undefined) was read as BCR signal inh 3%&-30%, Tb PFK inh -5%&-3%, ELG1 DNA repair 3%&11%, Mito fusion act -6%&-1%, A-T KAP1 phos 5%&8%, Eya2 inh 2%&-5%, ASM inhibitor 7%&4%, TSG101-PTAP inh -6%&2%, TCR act 3%, a7 integrin act -4%&-9% and TSHR antag 4&18.
`CCOc1ccccc1CNC(=O)CNC(=O)c1cccs1` gave BCR signal inh 8%, Tb PFK inh -4%, ELG1 DNA repair 13%, Mito fusion act 2%, A-T KAP1 phos -6%, Eya2 inh 6%, ASM inhibitor 6%, TSG101-PTAP inh -5%, TCR act -6%, a7 integrin act -6% and TSHR antag 2.
For Cc1ccc(C)c(S(=O)(=O)N2C(=S)NC(=O)C2C(C)C)c1 (centres undefined) the results were BCR signal inh 9%, Tb PFK inh 3%, ELG1 DNA repair -6%, Mito fusion act 17%, A-T KAP1 phos -6%, Eya2 inh 15%, ASM inhibitor -1%, TSG101-PTAP inh -2%, TCR act 3%, a7 integrin act -2% and TSHR antag 20.
`COc1ccc(C(=O)NC2CCCN(Cc3ccc(Cl)cc3)C2)c(OC)c1` (centres undefined) gave BCR signal inh -21%, Tb PFK inh -1%, ELG1 DNA repair inconclusive, Mito fusion act 1%, A-T KAP1 phos 4%, Eya2 inh 7%, ASM inhibitor 2%, TSG101-PTAP inh -5%, TCR act -1%, a7 integrin act inconclusive and TSHR antag 5.
